CHRM4 antagonist: antagonists of human muscarinic M4 receptor (CHRM4) | CHO-hM4 cells, ACh EC80, Fluo-8 calcium fluorescence | inhibition, % at 3 µM | 0.73% of 360,000 active | AID 624125;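 active = inhibition above its plate's cutoff, the mean inhibition of sample wells plus 3 SD, cut at about 27% in these data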;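 also: 0% = acetylcholine EC80 with DMSO and 100% = DMSO without agonist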
M5 PAM: positive allosteric modulators of human muscarinic M5 receptor | P08912 | CHO-K1 hM5, Fluo-8 calcium, ACh EC20 PAM; 0% = ACh EC20, 100% = ACh EC100 | activation, % at 3 µM | 0.3% of 360,000 active | AID 624038;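 active = activation above the run cutoff, the mean activation of all test compounds plus 3 SD, cut at about 18% in these data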
Target sequence (P08912 whole entry, looked up): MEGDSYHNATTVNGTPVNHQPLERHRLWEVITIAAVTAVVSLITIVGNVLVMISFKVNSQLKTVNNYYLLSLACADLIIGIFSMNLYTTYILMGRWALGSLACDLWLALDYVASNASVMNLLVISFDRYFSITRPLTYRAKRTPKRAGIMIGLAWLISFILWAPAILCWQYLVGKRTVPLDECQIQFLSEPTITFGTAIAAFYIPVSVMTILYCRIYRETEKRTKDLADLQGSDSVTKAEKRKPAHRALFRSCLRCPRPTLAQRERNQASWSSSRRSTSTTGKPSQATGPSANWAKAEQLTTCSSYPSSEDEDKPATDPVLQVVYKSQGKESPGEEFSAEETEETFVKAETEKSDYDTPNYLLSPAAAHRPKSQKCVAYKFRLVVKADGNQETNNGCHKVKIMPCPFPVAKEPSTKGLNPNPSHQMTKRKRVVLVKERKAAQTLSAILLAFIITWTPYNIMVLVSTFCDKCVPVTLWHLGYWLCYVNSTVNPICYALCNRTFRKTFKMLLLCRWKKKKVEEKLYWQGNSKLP
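Assay system: CHO-K1 hM5 cells. Also added: acetylcholine at EC20 concentration, added after compound. Dosing: 3 µM, single dose. Times: compound preincubation 140 s before EC20 acetylcholine addition. Signal: Fluo-8 calcium fluorescence. Measure: % activation relative to EC20 and EC100 ACh responses. Repeats: singlicate, one well per test compound.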
CHRM5 antagonist: CHRM5 antagonism in calcium assay; P08912; CHO-hM5 cells, Fluo-8 calcium fluorescence, ACh EC80; inhibition, % at 3 µM; 0.59% of 360,000 active; AID 624040;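 active = inhibition above a per-plate cutoff, the mean of that plate's test compounds plus 3 SD, cut at about 27% in these data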;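 also: 0% = acetylcholine EC80 with DMSO and 100% = DMSO without agonist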
M5 ag: CHRM5 agonism in calcium assay | 0.19% of 360,000 active | AID 624037 | P08912 | activation, % at 3 µM | CHO-K1 hM5 cells, Fluo-8 calcium fluorescence; 0% DMSO wells, 100% maximal acetylcholine response;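 active = activation above the run's mean over test compounds plus 3 SD, cut at about 23% in these data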;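 also: signal is peak over basal fluorescence ratio across the kinetic read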
M4 ag: agonists of human muscarinic M4 receptor (CHRM4). P08173. CHO-K1 hM4/Gqi5, Fluo-8 calcium fluorescence; vehicle 0%, full acetylcholine response 100%. activation, % at 3 µM. 0.14% of 360,000 active;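 active = activation above the run mean over all test wells plus 3 SD, cut at about 32% in these data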;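 also: peak over basal fluorescence ratio per well then scaled between controls; 0% = DMSO wells and 100% = acetylcholine at EC100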
M1 ag: agonists of human M1 muscarinic receptor; 0.33% of 360,000 active; activation, % at 3 µM; CHO-K1 hM1, Fluo-8 calcium fluorescence, agonist mode; 0% DMSO, 100% acetylcholine EC100; P11229;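 active = activation above the run's mean compound activation plus 3 SD, cut at about 16% in these data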;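 also: peak over basal fluorescence ratio within a 140 s kinetic read after compound addition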
M1 antag: blocks human M1 muscarinic receptor. inhibition, % at 3 µM. CHO-K1 hM1, Fluo-8 calcium fluorescence, ACh EC80 antagonist. P11229. 1.3% of 360,000 active;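 active = percent inhibition above its own plate's cutoff, namely the mean of that plate's compound wells plus 3 SD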;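 also: peak over basal fluorescence ratio during 140 s after agonist addition; 0% = ACh EC80 plus DMSO and 100% = DMSO alone without agonist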
TAAR1 agonist: agonists of human TAAR1; 0.99% of 360,000 active; Q96RJ0; activation, % at 3 µM; CHO RD-HGA16 TAAR1, Fluo-8 calcium fluorescence; vehicle wells 0%, saturating PEA agonist 100%;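 active = activation above the mean activation of all test compounds in the run plus 3 SD, cut at about 38% in these data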
Target sequence (Q96RJ0 whole entry, looked up): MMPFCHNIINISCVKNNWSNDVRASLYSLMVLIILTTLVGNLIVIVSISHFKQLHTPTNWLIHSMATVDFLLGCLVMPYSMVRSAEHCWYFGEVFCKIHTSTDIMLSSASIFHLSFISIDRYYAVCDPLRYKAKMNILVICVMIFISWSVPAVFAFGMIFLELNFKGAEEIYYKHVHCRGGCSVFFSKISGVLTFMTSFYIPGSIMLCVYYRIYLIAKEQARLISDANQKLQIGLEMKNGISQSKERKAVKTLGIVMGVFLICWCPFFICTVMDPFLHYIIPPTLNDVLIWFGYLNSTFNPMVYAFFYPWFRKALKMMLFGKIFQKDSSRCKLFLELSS
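test system = CHO RD-HGA16 cells carrying human TAAR1 plus Gα16 | schedule = 17-24 h seeding, 75 min 37 °C dye, 30 min RT | compound dosing = 3 µM single concentration | control set = DMSO and PEA EC100 | replicates = n 1 | signal = Fluo-8 fluorescence, 5 s baseline then 140 s kinetic read | measure = percent activation vs PEA EC100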
M1 PAM: human CHRM1 positive allosteric modulation. activation, % at 3 µM. 0.088% of 360,000 active. P11229. CHO-K1 hM1, Fluo-8 calcium fluorescence, ACh EC20; 0% = ACh EC20, 100% = maximal ACh. AID 588819; in the data active = activation above about 19%, passing the limit was not always enough
Starred values were filed as active, the others as inactive; x = no result given. Some of the compounds tested (hit frequency here may not be typical).

SMILES	M4 ag	CHRM5 antagonist	CHRM4 antagonist	M1 PAM	TAAR1 agonist	M5 ag	M5 PAM	M1 ag	M1 antag
CN(C(=O)C12CC3CC(CC(C3)C1)C2)C1(C)CCS(=O)(=O)C1 (centres undefined)	0	0	4	10	6	-4	1	-6	-12
Cc1ccc2c(c1)C1CN(C)CCC1N2C(=S)NC(=O)c1ccc(Cl)cc1Cl (centres undefined)	1	5	2	-1	6	-3	4	-5	1
COC(=O)C1=C(C)NC(=O)/C1=C/c1ccc(CNS(=O)(=O)c2ccc(C)cc2)o1	2	6	-2	-6	6	-2	-3	-6	8
CCCCOc1ccc(NC(=O)[C@@H]2CCCN2C(=O)C2CCN(S(=O)(=O)c3ccc(C)cc3)CC2)cc1	x	0	-9	7	0	-1	1	-4	-9
COc1cccc(NC(=O)CC2SC(=Nc3ccccc3)NC2=O)c1 (centres undefined)	6	3	3	11	4	4	-7	3	-11
N#C/C(=C\N1CCN(Cc2ccc3c(c2)OCO3)CC1)c1nc2ccccc2s1	4	13	23	-10	8	1	-14	2	18
O=C1c2ccccc2COc2ccc(O)cc21	0	6	13	-7	0	-6	3	-4	15
COc1ccc2cc(C(=O)Nc3ccccc3)sc(=O)c2c1OC	6	1	-14	5	27	2	-1	-1	-1
CCOC(=O)c1sc(Nc2nc(C)cc(C)n2)nc1C	0	0	0	8	-2	-2	5	-5	-11
CCCCCCN1C[C@H](n2cc(COC(=O)c3ccccc3)nn2)[C@@H](O)C[C@@H]1c1ccc(C)cc1	2	-3	-4	2	0	2	-2	-7	-10
O=C(OCC(=O)N1CCCCCC1)c1ccc(S(=O)(=O)N2CCOCC2)cc1	1	5	-11	3	8	-3	-5	-15	-6
Cc1cccn2c(CN(C)C3CCOC3)c(C(=O)N3CCCCC3)nc12 (centres undefined)	0	5	3	-1	1	2	8	-3	7
O=C(O)COc1ccccc1/C=N/NC(=O)CSc1nnc(SCc2ccccc2)s1	1	7	-24	-1	-1	-7	-5	-3	-3
Cc1ccc(S(=O)(=O)NC(=O)NCc2ccco2)cc1	0	0	0	1	2	-1	8	2	1
CCC(C)n1nnc2c(=O)oc3ccccc3c21 (centres undefined)	0	7	-5	9	x	-4	-5	-7	-6
Cn1c(N)c(NC(=S)NC2CCCCC2)c(=O)n(C)c1=O	4	1	-1	9	4	3	1	-2	-14
O=[N+]([O-])c1c(NCc2ccccc2)cc(N2CCc3ccccc3C2)c2nonc12	1	5	-3	-10	0	-4	-4	-2	9
Cc1ccccc1OCC(O)CN1C(=O)c2ccccc2C1=O (centres undefined)	2	7	0	11	3	0	-6	2	-13
Cc1ccc(C(=O)OCC(=O)N2CCc3ccccc32)cc1	1	0	2	7	3	-8	0	-5	-2
CN(C)CCCNC(=O)C1(O)c2cc(Br)ccc2NC(=O)N1c1ccc(Cl)cc1 (centres undefined)	0	-1	6	2	0	-3	-2	-6	-2
CC(=O)OC1CC2(C)C(=O)CCC2C2CCc3cc(O)ccc3C12 (centres undefined)	2	-1	8	8	1	-1	-2	-5	-10
O=C(COc1cccnc1[N+](=O)[O-])N1CCN(C(=O)c2ccco2)CC1	0	0	8	7	0	1	5	-4	-13
Cn1nc(C(F)(F)F)c(-c2ccc(Br)cc2)c1NC(=O)c1cccnc1	6	-9	-10	4	7	8	-3	0	-8
CC1(c2ccc3ccccc3c2)NC(=O)N(CC(=O)N2CCC(C(N)=O)CC2)C1=O (centres undefined)	1	9	-1	4	4	-2	-5	-1	8
CN1CCN(C(=O)c2ccc(COc3cc(Cl)ccc3Cl)o2)CC1	1	24	-4	1	10	-6	-5	-10	8
BrC(=C\c1ccccc1)/C=N/N1CCN(c2ccccn2)CC1	1	23	-3	-10	11	-2	-4	-4	-1
C=CCN(CC=C)C(=S)Nc1cc(Cl)ccc1OC	0	12	-3	13	4	-3	-2	-4	-2
CCC(c1nnc(SCC(=O)Nc2cc(C)on2)o1)N(C)C (centres undefined)	0	5	6	-5	1	3	4	-3	11
COC(=O)c1cccc(NC(=O)CSc2nnc(C)n2Cc2ccccc2)c1	2	3	2	-3	8	-2	-9	0	2
Cc1ccc(S(=O)(=O)c2nc(Nc3nccs3)sc2Cl)cc1	3	2	-11	1	4	1	3	1	3
O=[N+]([O-])c1ccc(CS(=O)(=O)c2ccc(Cl)cc2)cc1	1	2	6	-2	-1	-8	-2	-8	41*
CCCc1nc2c3ccccc3ccn2c1CC1CCCCC1	-1	-3	-1	-9	0	-4	1	-6	-22
Cc1ccccc1C(=O)NC(CC(C)C)C(=O)Nc1ccc(F)c([N+](=O)[O-])c1 (centres undefined)	3	-1	-6	2	-1	2	3	-1	-14
CC(C)n1c(SCC(=O)N2CCN(C)CC2)nc2c1c(=O)n(C)c(=O)n2C	1	10	-3	3	2	-4	-1	-9	1
Cc1ccc(S(=O)(=O)N[C@@H](CC(C)C)C(=O)NCc2ccco2)cc1	1	3	2	2	1	0	0	-5	-6
CC(=O)NC(Cc1ccccc1C)C(=O)NC1CCN(C(=O)NCc2ccccc2)CC1 (centres undefined)	1	6	-6	0	1	-5	0	-4	6
CCCCCn1c(=O)c(C(=O)OCC)c(Cl)c2ccccc21	-2	0	4	1	6	-3	4	-7	-5
O=C(COC(=O)Cc1ccsc1)NCC12CC3CC(CC(C3)C1)C2	-1	-4	14	10	5	1	6	-1	-9
CSCCC(NS(=O)(=O)c1ccc(C)cc1)C(=O)N1CCN(C(C)=O)CC1 (centres undefined)	0	1	9	4	0	-1	1	-3	-11
COC(=O)C1=C(C)N=C2SC(C)C(=O)N2C1/C=C/c1ccccc1OC (centres undefined)	0	-3	-11	-2	6	-6	2	-2	4

Next section, overlapping the part above by 2 compounds.
SMILES	M4 ag	CHRM5 antagonist	CHRM4 antagonist	M1 PAM	TAAR1 agonist	M5 ag	M5 PAM	M1 ag	M1 antag
CSCCC(NS(=O)(=O)c1ccc(C)cc1)C(=O)N1CCN(C(C)=O)CC1 (centres undefined)	0	1	9	4	0	-1	1	-3	-11
COC(=O)C1=C(C)N=C2SC(C)C(=O)N2C1/C=C/c1ccccc1OC (centres undefined)	0	-3	-11	-2	6	-6	2	-2	4
O=c1c2cc(Cl)ccc2nc(-c2ccccc2)n1O	0	3	3	-4	8	-3	-1	-6	0
Cc1cccc(NC(=O)C2CCN(C(=O)NC3CCCCC3)CC2)c1	3	7	3	12	0	1	6	0	-20
COc1ccc2[nH]c(=O)c(CN(CCCN(C)C)C(=O)Nc3ccccc3)cc2c1	2	1	-2	6	4	-1	-3	-4	-12
Cc1ccccc1OCCN1CCCC1	1	10	2	-7	0	-17	-1	-8	20
CC1CCCCN1CC(=O)Nc1ccc(N2CCCCCC2)cc1 (centres undefined)	2	-3	5	-27	13	-12	-7	-15	7
CCOC(=O)c1c(NC(=S)NC)sc2c1CCCC2	-1	3	-4	3	4	-2	-1	-7	-2
C/C(=N/O)c1ccc(Oc2cnccn2)cc1	1	0	1	9	4	1	-5	-6	-14
O=[N+]([O-])c1ccc2nc(NS(=O)(=O)c3ccccc3[N+](=O)[O-])sc2c1	5	6	5	9	10	0	0	2	-9
CC(C)CCNC(=O)C1(C)CCN1Cc1ccc(-c2ccccn2)cc1 (centres undefined)	5	3	-23	-6	1	-2	-8	-9	-2
COc1ccccc1C(=O)Nc1nc(C)cc(C)n1	1	6	11	5	2	0	5	0	-1
CCN1CCN(S(=O)(=O)c2ccc(C(=O)Nc3ccccc3)cc2)CC1	3	-4	2	3	2	-4	0	-4	-4
Cc1c(NC(=S)N2CCN(c3cccc(Cl)c3)CC2)c(=O)n(-c2ccccc2)n1C	3	2	-5	12	4	-5	-3	-9	-10
O=C(c1cccs1)N(Cc1ccc(Cl)cc1)C1CCS(=O)(=O)C1 (centres undefined)	1	4	0	3	0	-1	-2	-3	-5
c1ccc(Oc2ncnc3ccccc23)cc1	1	4	-14	1	4	4	6	1	5
CCOC(=O)c1c(NC(=O)COC(=O)c2ccc(O)cc2)sc(C(=O)NC)c1C	4	0	-3	-3	9	-2	0	-2	-21
O=C(Cc1ccccc1)NCC(=O)N1CCN(Cc2cccc(Cl)c2)CC1	1	-7	7	6	0	0	6	-3	-7
O=C(Cc1cccs1)NCc1ccc(F)cc1	0	-3	2	6	4	-11	9	-3	-11
CCOc1ccc(NC(=O)CCS(=O)(=O)c2ccc3c(c2)CCCN3C(=O)CC)cc1	1	-10	-10	-1	0	8	-2	-5	3
COc1ccc2cc(/C(C)=N/NC(=O)c3cc(C)oc3C)ccc2c1	0	0	-2	9	2	-2	-1	-8	-13
CC(C)Cc1nnc(NC(=O)c2ccc3c(=O)n4c(nc3c2)CCC4)s1	2	-11	6	16	7	-2	2	2	-13
O=C1Nc2c(c(=O)[nH]c(=O)n2-c2ccccc2F)C(C(F)(F)F)(C(F)(F)F)N1	0	-11	-7	14	6	0	8	-4	-20
Cc1ccc(S(=O)(=O)CCC(=O)c2ccc(F)cc2)cc1	0	4	6	1	0	-3	-1	-2	7
